Hsp70 inhibitors – Hsp70 inhibitors, probe displacement, primary screen, biochemical, fluorescence polarization (AID 583) | Heat shock 70 kDa protein 1A (Homo sapiens) | Hsp70 fluorescence polarization probe displacement, mP; higher % means a stronger effect | displacement, % at 20 µM; hits with a dose series show IC50 in µM | 140,000 compounds, 0.06% hits; in the data active = displacement above about 50%;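 note: plate controls were vehicle for no effect and reference ligand for full effect; a part of the inactive calls stands beside numbers as strong as those of hits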
Rat MKP-3 inhibitors – MKP-3 phosphatase inhibitors, primary screen, biochemical, rat enzyme, in vitro (AID 425); Dual specificity protein phosphatase 6 (Rattus norvegicus); recombinant MKP-3 phosphatase activity, fluorescence; higher % means a stronger effect; inhibition, % at 20 µM, or IC50 in µM where a hit was titrated; 110,000 compounds, 0.17% hits; in the data active = inhibition above about 50%;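 note: plate controls were vehicle for no effect and reference inhibitor for full effect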
Starred values were filed as active, the others as inactive; x = no result given; & = joins results of further samples.

SMILES	Hsp70 inhibitors	Rat MKP-3 inhibitors
COc1ccc(N(C(=O)c2ccc(Cl)cc2)C2=CC3CCC(C2)N3C)cc1 (stereo not drawn)	0.0%	x
O=C(O)c1cc(NS(=O)(=O)c2cccc3ccccc23)ccc1O	5.7%	3%
C=CCc1cccc2cc(C(=O)N3CCN(C)CC3)c(=O)oc12	0.1%	0%
CCCc1nnc(NC(=O)CCC(=O)NCc2ccccc2OC)s1	-0.2%	x
COc1ccc(C(=O)CSc2nnc(-c3ccoc3C)n2CC2CCCO2)cc1 (stereo not drawn)	-2.2%	-4%
O=S(=O)(c1ccccc1)N1CCC(N2CCN(c3ccccc3)CC2)CC1	-5.0%	-1%
Nc1nnnn1CC(=O)OCc1cccc(Br)c1	-1.5%	-5%
Cc1ccc2nc(NCCO)nc(-c3ccccc3)c2c1	-2.1%	-12%
CN1CCN(CCCNc2c([N+](=O)[O-])c(=O)sc3ccccc23)CC1	-0.1%	3%
O=C(OCN1C(=O)c2ccccc2C1=O)c1ccc2c(=O)n3c(nc2c1)CCC3	-3.1%	-9%
COc1ccc(-c2nnn(CC(=O)NCc3ccccc3)n2)cc1OC	-0.5%	x
O=C1CC(c2ccco2)CC(O)=C1C=Nc1ccc(Br)cc1 (stereo not drawn)	0.7%	x
Cc1cc2c(c(=O)o1)C(C13C=CC(CC1)C3)C(C#N)=C(N)O2 (stereo not drawn)	1.8%	-4%
CCOC(=O)Cc1cc(=O)[nH]c(/N=C(\N)Nc2ccc(C)cc2C)n1	-5.9%	x
Cc1ccc(-n2nc3cc(C)c(NC(=O)c4ccccc4[N+](=O)[O-])cc3n2)cc1	0.9%	2%
CCCc1cc2c(c(NC(C)=O)n1)c(=O)oc1ccccc12	1.9%	-9%
CCCCN(C)/C=N/c1c(C#N)cnn1-c1ccc(C)cc1	-0.5%	x
CC1(C)CC2(CCO1)N1CC3(C)CN2CC(C)(C1)C3O (stereo not drawn)	4.4%	-5%
CCn1c(CNC(=O)C23CC4CC(CC(C4)C2)C3)nnc1SCC(=O)Nc1nnc(C)s1	x	5%
CCn1cnc2c1c(=O)n(CC(=O)Nc1ccc3c(c1)OC(F)(F)O3)c(=O)n2Cc1ccccc1	-2.4%	x
CCOc1ccc(-c2nnn(CC(=O)Nc3cccc(OC)c3)n2)cc1OCC	2.6%	-14%
O=C(COC(=O)C1(c2ccccc2F)CCCC1)NC1CCS(=O)(=O)C1 (stereo not drawn)	3.3%	-4%
CC(NC(=O)Nc1ccccn1)N1C(=O)C2C3C=CC(C3)C2C1=O (stereo not drawn)	-2.9%	-2%
CCC(=O)N1CCc2cc(S(=O)(=O)N3CCN(C(=O)c4ccco4)CC3)ccc21	x	7%
CC(Oc1ccc(Cl)cc1Cl)C(=O)NCCCN1CCOCC1 (stereo not drawn)	-3.4%	-10%
O=C(C(c1ccccc1)c1ccccc1)N1CCC(c2nc(-c3ccccc3Cl)no2)CC1	-1.2%	x
CC(=O)N1CCc2cc(C(=O)CN3CCCCC3)ccc21	0.0%	-10%
COc1ccc2cc(-c3nc4ccccc4n3C)c(=O)oc2c1	0.7%	x
CCOc1cc(/C=N/NC(=O)c2cccnc2)ccc1OC(=O)c1ccc([N+](=O)[O-])cc1	-1.6%	0%
NC(=O)CSc1nc(-c2ccccc2)c(-c2ccccc2)o1	-3.8%&-1.8%	1%
Cc1ccc(NC(=O)c2ccc(-c3nn(C)c(=O)c4ccccc34)cc2)c(C)c1	-1.7%	x
CC(=O)Cc1nsc(NC(=O)c2cc(-c3cccc(C(F)(F)F)c3)oc2C)n1	2.0%	-11%
CCOC(=O)C1CCN(c2nnc(N3CCCC3=O)s2)CC1	0.2%	-1%
COc1cc(OC)cc(C(=O)NCCNC(=O)c2ccccc2)c1	-0.2%	3%
O=c1[nH]c(CN2CCN(CCO)CC2)nc2ccccc12	11%	x
CCNC(=O)C1CCCN1S(=O)(=O)c1ccc(OC)cc1 (stereo not drawn)	0.3%	-7%
COc1ccccc1Cn1c(=S)[nH]c2cc(C(=O)NCCN3CCOCC3)ccc2c1=O	8.7%	-4%
CC(C)(C)CC(=O)N1CCC(c2nc3c(nnn3Cc3c(F)cccc3Cl)c(=O)[nH]2)CC1	-3.4%	-8%
Cn1c(=O)c2c(nc(OC/C=C/c3ccccc3)n2C)n(C)c1=O	3.5%	1%
COc1cc(C(C2C(=O)CC(C)(C)CC2=O)C2C(=O)CC(C)(C)CC2=O)ccc1O	0.1%	4%
CCCc1nnc(NC(=O)c2ccncc2)s1	0.7%	-5%
O=C(O)CCCN1C(=O)C(=O)/C(=C(/O)c2ccccc2)C1c1ccccc1Cl (stereo not drawn)	-2.3%	1%
O=C(O)c1nn2c(C(F)(F)F)c3c(nc2c1Cl)-c1ccccc1CC3	3.8%	1%
CCc1c(C)sc(NC(=O)c2cc(C)no2)c1C#N	6.6%	-4%
COc1ccc(Cc2ccc(OC)c(N)c2)cc1N	8.9%	x
Cc1c(/C=C/c2nc3ccccc3c(=O)n2-c2ccccc2)c2ccccc2n1C	-4.7%	10%
CC(C)(C)NC(=O)Cn1c(SCC(=O)Nc2nccs2)nc2ccccc21	-2.6%	x
CSc1nc2cc(F)c(F)cc2n1C	-5.2%	-7%
CCOC(=O)c1oc2nc(C(C)C)c3c(c2c1N)CC(C)(C)OC3	-1.1%	-1%
COCCNC(=O)CN1CCN(Cc2cccc(Cl)c2)C1=O	6.0%	0%
COc1cc(NC(=O)c2cc([N+](=O)[O-])ccc2N2CCN(C)CC2)c2ncccc2c1	-0.1%	0%
CCc1ccc(OCC(=O)NCc2ccco2)c(Br)c1	2.0%	-17%
COc1ccc(NC(=O)c2ccc(Cl)c(S(=O)(=O)N3CCc4ccccc4C3)c2)cn1	3.8%	-5%
Cc1cc(NC(=O)CSc2nnc3c(C)cc4c(C)ccc(C)c4n23)no1	-4.4%	-5%
CC(NC(=O)C(F)(Cl)C(F)(F)F)c1ccccc1 (stereo not drawn)	6.4%	0%
COC(=O)Cc1cc(=O)[nH]c(Nc2nc3ccccc3o2)n1	1.0%	2%
COc1ccc(C(=O)NCCOc2ccccc2OC)cc1OC	6.3%	4%
CC1=C(C(=O)OCC2CCCO2)C(c2cccc(C(F)(F)F)c2)C2=C(CC(c3ccco3)CC2=O)N1 (stereo not drawn)	-1.1%	x
O=C(O)c1cccc(S(=O)(=O)Nc2ccc3oc(=O)sc3c2)c1	1.4%	-1%
Cc1ccc(NC(=O)CN(c2ccccc2)S(=O)(=O)c2ccccc2[N+](=O)[O-])cc1C	-0.4%	-1%
The list goes on.
SMILES	Hsp70 inhibitors	Rat MKP-3 inhibitors
Cc1cccc(NC(=O)c2sc3nc4c(c(-c5cccs5)c3c2N)CN(C)CC4)c1	0.6%	x
CCSc1nnc(NC(=O)c2cc(-c3ccc(C)cc3)nc3ccccc23)s1	-8.2%	3%
c1ccc2sc(CCSCCc3nc4ccccc4s3)nc2c1	-2.7%	-2%
COc1ccc(CCNC2CC(C)N(C)CC2C)cc1OC (stereo not drawn)	1.0%	-4%
CCOC(=O)CSc1nnc2c3ccccc3n(CC)c2n1	-4.0%	0%
Cc1nc2c(c(=O)n1CCC1=CCCCC1)c1nc3ccccc3nc1n2/N=C/c1ccco1	-3.1%	-9%
Cc1ccc(C(=O)/C=C/c2ccc(-c3ccccc3[N+](=O)[O-])o2)cc1	6.4%	0%
COc1ccc(C)cc1NC(=O)CN1C(=O)c2cccc3cccc1c23	-1.9%	x
Cc1nc2ccccc2c(=O)n1N	7.3%	-2%
Clc1cccc(Cl)c1SCCc1ccncc1	4.5%	10%
Cc1ccc(Br)cc1S(=O)(=O)N1CCOCC1	-2.1%	0%
Cc1cc(NC(=O)Cn2cnc3c(cnn3C(C)(C)C)c2=O)no1	-3.6%	-8%

Pulled by compound from the list above (2):
SMILES	Hsp70 inhibitors	Rat MKP-3 inhibitors
Cc1ccc(Br)cc1S(=O)(=O)N1CCOCC1	-2.1%	0%
CCSc1nnc(NC(=O)c2cc(-c3ccc(C)cc3)nc3ccccc23)s1	-8.2%	3%

Next entries follow:
SMILES	Hsp70 inhibitors	Rat MKP-3 inhibitors
COC(=O)c1cc(NC2c3ccccc3C(=O)N2c2cccnc2)cc(C(=O)OC)c1 (stereo not drawn)	53%	0%
O=C(O)c1ccc2c3c(ncnc13)-c1ccccc1C2=O	27%	7%
O=c1oc2c(CN3CCOCC3)c(O)c(Cl)cc2c2c1CCC2	-0.3%	8%
COc1ccc(CN(C(=O)CSc2nnc(-c3ccccc3C)o2)c2ccc(F)cc2)cc1	12%	x
CCOC(=O)C1CCN(C(=O)c2cccnc2)CC1	2.6%	-4%
CCn1c(CSc2nc3ccccc3s2)nnc1SCC(=O)OC(C)(C)C	-4.5%	x
COc1cccc(NC(=O)C2CCN(S(C)(=O)=O)CC2)c1	3.1%	-4%
Cn1c(COc2ccccc2)nnc1SCC(=O)Nc1ccc2c(c1)OCO2	-1.4%	-3%
CCN(CC)S(=O)(=O)c1ccc2c(c1)nc(SC(C)C(N)=O)n2-c1ccc(OC)cc1 (stereo not drawn)	-2.3%	x
O=C(NCCC1=CCCCC1)NC1CCCCC1	0.8%	-2%
O=C(CCc1ccccc1)Nc1ccc(NC(=O)c2ccco2)nc1	-2.1%	-4%
O=C1NC(=O)N(c2cccc(F)c2)C(=O)/C1=C/c1ccc(I)o1	21%	13%
CC(CCc1ccccc1)Nc1cc(N2CCN(C(=O)c3ccccc3F)CC2)ccc1[N+](=O)[O-] (stereo not drawn)	-2.3%	4%
COc1ccc(CNCCNC(=O)c2nonc2N)cc1OC	1.2%	x
COc1cc2c(cc1OC)CN(CC(=O)Nc1ccc3c(c1)OCO3)CC2	5.9%	x
O=S(=O)(Cc1ccccc1Cl)Nc1ccccn1	0.4%	-2%
CC(Sc1nc(N)cc(=O)[nH]1)C(=O)NC1CCCCC1 (stereo not drawn)	1.8%	0%
COc1cccc(/C=N/Nc2nc(-c3ccc(C)cc3)nc3ccccc23)c1O	-12%	-2%
COc1ccc(S(=O)(=O)NCCSC(C)(C)C)c(Cl)c1Cl	0.4%	x
CN(C)c1ccc(/C=C2/C(=O)NN(c3ccc(Cl)cc3)C2=O)cc1Br	-0.1%	0%
Cc1cc(C)nc(SCC(=O)Nc2nc3c(s2)C(=O)CC(C)(C)C3)n1	-2.5%	4%
O=C(CC1COc2ccccc2O1)NC1CCCCC1 (stereo not drawn)	1.9%	-13%
O=C(Cc1nc(O)cs1)c1ccccc1	-9.4%	1%
CC1CCCCC1NC(=O)Cn1nnc(-c2ccc(Cl)cc2)n1 (stereo not drawn)	-1.5%	-3%
O=C(CSc1cc(Cl)ccc1Cl)Nc1cccc([N+](=O)[O-])c1	-0.8%	1%
Cc1cc(-c2ccccc2C(=O)O)on1	-0.7%	-1%
CCC1Oc2ccc(C)cc2N(Cc2cccc(C)c2)C1=O (stereo not drawn)	2.7%	-3%
CC(C)CNS(=O)(=O)c1ccc(S(=O)(=O)NC2CCOC(C)(C)C2)cc1 (stereo not drawn)	-0.5%	x
Cc1nn(-c2ccccc2)c2c1C(c1c(C)[nH]c(C#N)c1C)C(C#N)=C(N)O2 (stereo not drawn)	5.3%	-15%
COc1ccc(CC(=O)Nc2sc3c(c2C(=O)OC(C)C)CCCCC3)cc1	-0.7%	6%
COc1ccc(CCC(=O)Nc2ccc3c(c2)OCCO3)cc1	-3.0%&3.5%	-5%&7%
CC(=O)OC1CCC2(C)C(=CCC3C2CCC2(C)C(C(C)=NO)CCC32)C1 (stereo not drawn)	7.1%	2%
CCOC(=O)c1c(NC(=O)CC)sc(C(=O)N2CCCCC2)c1C	-4.9%	x
CN1CCN(C(=O)c2cc3ccccc3oc2=O)CC1	-1.4%&-4.1%	0%
Clc1ccccc1C1Nc2cccc3cccc(c23)N1	6.3%	1%
CN(C(=O)COc1ccccc1)c1nnc(-c2ccncc2)s1	1.3%	-5%
Cc1cc([N+](=O)[O-])ccc1NC(=O)c1ccccc1	2.8%	-3%
C=CCn1c(CSc2nc3ccccc3s2)nnc1SCC(=O)NCc1ccco1	5.5%	-4%
c1ccc(OCCCn2ccnc2)cc1	0.0%	4%
O=C(CN1CCN(c2ccccn2)CC1)Nc1cc(C(F)(F)F)ccc1Cl	1.1%	4%
CC(=O)c1ccc(N2CCN(C(=O)CCCn3c(=S)[nH]c4cc5c(cc4c3=O)OCO5)CC2)cc1	19%	12%
COC(=O)c1ccccc1NC(=O)NCc1ccco1	4.0%	-14%
CC1(C)NC(=O)N(CCCCOc2ccc(Br)cc2Cl)C1=O	1.2%	x
Cc1ccc(C)c(N(CC(=O)NC2CCCCC2)S(=O)(=O)c2ccccc2)c1	0.6%	6%

14 entries from above, reformatted:
Results follow in this order: Hsp70 inhibitors	Rat MKP-3 inhibitors
COc1ccc(CCC(=O)Nc2ccc3c(c2)OCCO3)cc1
    -3.0%&3.5%	-5%&7%
CC(=O)OC1CCC2(C)C(=CCC3C2CCC2(C)C(C(C)=NO)CCC32)C1 (stereo not drawn)
    7.1%	2%
CCOC(=O)c1c(NC(=O)CC)sc(C(=O)N2CCCCC2)c1C
    -4.9%	x
CN1CCN(C(=O)c2cc3ccccc3oc2=O)CC1
    -1.4%&-4.1%	0%
Clc1ccccc1C1Nc2cccc3cccc(c23)N1
    6.3%	1%
CN(C(=O)COc1ccccc1)c1nnc(-c2ccncc2)s1
    1.3%	-5%
Cc1cc([N+](=O)[O-])ccc1NC(=O)c1ccccc1
    2.8%	-3%
C=CCn1c(CSc2nc3ccccc3s2)nnc1SCC(=O)NCc1ccco1
    5.5%	-4%
c1ccc(OCCCn2ccnc2)cc1
    0.0%	4%
O=C(CN1CCN(c2ccccn2)CC1)Nc1cc(C(F)(F)F)ccc1Cl
    1.1%	4%
CC(=O)c1ccc(N2CCN(C(=O)CCCn3c(=S)[nH]c4cc5c(cc4c3=O)OCO5)CC2)cc1
    19%	12%
COC(=O)c1ccccc1NC(=O)NCc1ccco1
    4.0%	-14%
CC1(C)NC(=O)N(CCCCOc2ccc(Br)cc2Cl)C1=O
    1.2%	x
Cc1ccc(C)c(N(CC(=O)NC2CCCCC2)S(=O)(=O)c2ccccc2)c1
    0.6%	6%

The list is partial, so the mix of outcomes need not match the whole.
